Assay outcomes deposited in PubChem by National Center for Advancing Translational Sciences (NCATS).
KB-V1 MDR tox = KB-V1 MDR subline cytotoxicity; Potency, µM (doses to about 46.1 µM), for the others: top-dose activity change, negative = cytotoxicity, actives largely listed as cytotoxic; 3.4% of 400,000 active; KB-V1 MDR cells viability, CellTiter-Glo, 72 h; further: potency means the concentration at half of the fitted maximal effect; on the % scale 0 is the no-effect control and ±100 the full control effect; nearly all actives have a fitted effect of over 60% in size
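KB-V1 MDR subline cells in DMEM (phenol-red free, 10% FBS) exposed to compounds in qHTS concentration series for 72 h at 37 degrees C. Viability read by CellTiter-Glo luminescence; concentration-effect curves fitted after normalization and correction.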
HT1080NT lethal = kills 2HG-producing HT-1080-NT fibrosarcoma cells; HT-1080-NT fibrosarcoma viability, CellTiter-Glo ATP luminescence, 48 h; Potency, µM (series often up to 46.1 µM), inactives show at the highest dose activity, negative = less viability, most hits filed as cytotoxic; 1.6% of 360,000 active;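 further: NT is the 2HG producing partner of a matched IDH1 knockdown line; potency means the concentration at half of the fitted maximal effect; 0% = DMSO-treated cells and -100% = media-only wells without cells; nearly all actives have a fitted effect of over 55% in size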
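A 48-hour cytotoxicity screen used HT-1080-NT cells plated 2 hours before compound delivery. ATP-based CellTiter-Glo luminescence measured viability, normalized to DMSO and no-cell controls.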
MCF10A rerep = induces DNA re-replication in MCF 10a normal breast cells. MCF 10A DNA re-replication, Hoechst nuclear intensity, 48 h. 2.9% of 350,000 active. Potency, µM (doses to about 46.1 µM), for inactives: top-dose activity, positive = re-replication, actives largely listed as activators; further: potency means the concentration at half of the fitted maximal effect; % of control where 0% means no effect; nearly all actives have a fitted effect of over 50% in size
WRN helicase inh = blocks human WRN helicase | Q14191 | 0.46% of 360,000 active | Potency, µM (series often up to 114 µM), inactives show at the highest dose activity change, negative = inhibition, actives largely listed as inhibitors | AID 651768 | WRN helicase unwinding, fluorescent forked duplex, kinetic; further: potency means the concentration at half of the fitted maximal effect; on the % scale 0 is the no-effect control and ±100 the full control effect; nearly all actives have a fitted effect of over 55% in size
Target sequence (Q14191 whole entry, looked up): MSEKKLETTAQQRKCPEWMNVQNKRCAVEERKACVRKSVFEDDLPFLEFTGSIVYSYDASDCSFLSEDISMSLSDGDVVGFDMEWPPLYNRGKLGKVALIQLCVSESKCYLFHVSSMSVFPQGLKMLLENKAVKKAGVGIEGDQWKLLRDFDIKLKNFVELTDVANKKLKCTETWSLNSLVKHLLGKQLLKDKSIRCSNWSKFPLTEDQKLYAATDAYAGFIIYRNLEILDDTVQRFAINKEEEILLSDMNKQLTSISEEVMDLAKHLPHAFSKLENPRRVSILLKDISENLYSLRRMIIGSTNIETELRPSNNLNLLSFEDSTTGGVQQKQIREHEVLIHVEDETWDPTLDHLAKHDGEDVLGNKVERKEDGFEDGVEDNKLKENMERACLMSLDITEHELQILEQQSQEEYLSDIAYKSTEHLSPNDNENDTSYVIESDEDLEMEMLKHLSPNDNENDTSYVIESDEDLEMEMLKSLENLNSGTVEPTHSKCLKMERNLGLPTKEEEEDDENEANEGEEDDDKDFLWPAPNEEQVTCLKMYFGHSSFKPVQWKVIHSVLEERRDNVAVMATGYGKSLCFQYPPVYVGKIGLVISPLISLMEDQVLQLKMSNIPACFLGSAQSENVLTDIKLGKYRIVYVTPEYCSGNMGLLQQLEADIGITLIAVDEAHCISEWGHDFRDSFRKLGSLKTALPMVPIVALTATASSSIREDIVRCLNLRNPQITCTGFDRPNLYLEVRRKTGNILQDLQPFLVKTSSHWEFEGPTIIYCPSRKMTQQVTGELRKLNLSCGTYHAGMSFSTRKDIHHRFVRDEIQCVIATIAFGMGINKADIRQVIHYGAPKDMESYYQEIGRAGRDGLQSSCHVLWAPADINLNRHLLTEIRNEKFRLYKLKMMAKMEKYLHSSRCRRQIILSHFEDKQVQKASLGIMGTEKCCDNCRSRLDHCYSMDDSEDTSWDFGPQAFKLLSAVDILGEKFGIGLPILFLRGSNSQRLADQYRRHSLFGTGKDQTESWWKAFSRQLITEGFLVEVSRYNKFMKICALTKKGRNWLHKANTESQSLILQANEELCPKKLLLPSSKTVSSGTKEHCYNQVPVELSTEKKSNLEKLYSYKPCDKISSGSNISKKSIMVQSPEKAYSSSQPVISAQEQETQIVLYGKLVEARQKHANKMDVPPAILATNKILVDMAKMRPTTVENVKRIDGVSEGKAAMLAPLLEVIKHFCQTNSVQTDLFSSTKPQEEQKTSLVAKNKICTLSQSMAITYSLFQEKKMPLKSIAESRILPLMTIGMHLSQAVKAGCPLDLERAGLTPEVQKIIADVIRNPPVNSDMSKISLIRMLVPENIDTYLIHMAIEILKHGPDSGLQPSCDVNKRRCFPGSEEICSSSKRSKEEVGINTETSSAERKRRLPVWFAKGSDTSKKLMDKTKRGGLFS
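Screening of the MLSMR collection measured strand separation of a quenched forked DNA duplex (100 nM) by 20 nM WRN with 2 mM ATP, all final. Compounds were preincubated with enzyme 15 min at room temperature.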
HT1080 IDH1KD tx = toxicity to HT-1080 IDH1 knockdown cells (counter line); Potency, µM (doses to about 46.1 µM), inactives show at the highest dose activity, negative = toxicity, usual class: cytotoxic; AID 686971; HT-1080 IDH1 knockdown viability, ATP luminescence, 48 h; 2% of 360,000 active;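 further: potency means the concentration at half of the fitted maximal effect; 0% = DMSO wells and -100% = cell-free medium wells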
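In this qHTS, HT-1080 cells depleted of IDH1 are exposed for 48 h at 37 °C to compound titrations. Toxicity is scored from CellTiter-Glo luminescence, with DMSO as full viability and medium alone as none.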
ATXN2 expr inh = reduces ATXN2 reporter expression in HEK-293 cells; 0.72% of 360,000 active; Potency, µM (series often up to 57 µM), without a hit: at the highest dose activity change, negative = inhibition, most hits filed as inhibitors; HEK-293 ATXN2-luciferase reporter, luminescence, 24 h; further: potency means the concentration at half of the fitted maximal effect; on the % scale 0 is the no-effect control and ±100 the full control effect; nearly all actives have a fitted effect of over 55% in size
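qHTS (up to 57 uM final) was run with 24 h compound exposure of reporter cells at 37 °C. Each well was multiplexed: SteadyGlo luminescence measured ATXN2-luciferase expression after a fluorogenic Gly-Phe-AFC viability readout (25 uM final).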
IL-1B inflam inh = inflammasome signaling inhibition, IL-1 beta readout; activity change, % at 57.5 µM; 4.7% of 360,000 active; THP-1 LPS/ATP IL-1B secretion, AlphaLISA, 16 h; stronger effect = lower value; in the data active means activity change below about -50%; inconclusive means mostly about -30% to -49%; further: on the % scale 0 is the no-effect control and ±100 the full control effect
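THP-1 cells pretreated 1 hr with compounds (up to 57.5 uM final), then stimulated with LPS (250 ng/mL final) plus ATP (1.25 mM final); secreted IL-1B measured by AlphaLISA after 16 hr, decreased signal indicating inhibition.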
KB-3-1 cytotox = KB-3-1 parental cell cytotoxicity; KB-3-1 viability, CellTiter-Glo ATP luminescence, 72 h; Potency, µM (doses to about 46.1 µM), without a hit: top-dose activity change, negative = cytotoxic, most hits filed as cytotoxic; 1.4% of 400,000 active; further: potency means the concentration at half of the fitted maximal effect; on the % scale 0 is the no-effect control and ±100 the full control effect; nearly all actives have a fitted effect of over 60% in size
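Parental KB-3-1 adenocarcinoma cells in phenol-red-free DMEM with 10% FBS were pin-treated with compounds at several concentrations, incubated 72 h at 37 °C, and viability read by CellTiter-Glo luminescence; concentration-effect curves were fitted after normalization.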
SW480 rereplic = DNA re-replication induction in SW480 cells | AID 624297 | Potency, µM (highest dose often 46.1 µM), for the others: at the top dose re-replication activation, usual class: activators | SW480 DNA re-replication, Hoechst DNA content imaging, 48 h | 1.8% of 340,000 active; further: potency means the concentration at half of the fitted maximal effect; % of control where 0% means no effect; nearly all actives have a fitted effect of over 55% in size
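First, 250 cells per well were seeded. Next, compound or vehicle (23 nL) was pinned in, plates sat 48 hr at 37 C. Finally Hoechst was added for 40 min before fluorescence scanning.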
The depositor's hits bear a star; i = inactive; ? = inconclusive; . = no result given; & = joins results of further samples; [ ] = dose if it differs, or a comment. Unless noted, the call rests on the fitted dose curve; in most records, active means well fitted curve in the direction sought with a large enough effect; inconclusive means small, poorly fitted or top-dose-only effect, or another doubt; inactive means no such curve, though single readings can be large; an effect the other way counts as inactive or inconclusive.

SMILES	KB-V1 MDR tox	HT1080NT lethal	MCF10A rerep	WRN helicase inh	HT1080 IDH1KD tx	ATXN2 expr inh	IL-1B inflam inh	KB-3-1 cytotox	SW480 rereplic
Cc1cc(C2=NNC(=Nc3ccccc3)SC2)c(C)n1C	0%	7%	4%	-1%	-2%	27%	-20	-1%	11%
Cc1cc([N+](=O)[O-])ccc1Nc1nc2ccccc2n2cnnc12	-20%	10%	-1%	-1%	-1%	.	31	8%	-11%
Cc1cccc(N2CCN(C(=O)CS(=O)(=O)Cc3nc(-c4ccccc4F)oc3C)CC2C)c1 (stereo not drawn)	-27%	0%	-7%	-6%	-1%	3%	18	-12%	2%
CCOc1ccc2[nH]c(O)c(NC(C)=O)c2c1	2%	3%	-16%	234%[activator]	-5%	-5%	14	7%	1%
O=C(O)CSCC(=O)c1ccccc1	?	10%	6%	5%	9%	3%	0	-3%	0%
CCOC(=O)c1oc2ccc(S(=O)(=O)n3nc(-c4ccccc4)cc3N)cc2c1C	?	3%	15%	3%	?	-15%	-20	?	4%
OCCC1CN(Cc2cccn2-c2ncccn2)CCN1Cc1ccc(F)cc1 (stereo not drawn)	-9%	-4%	-7%	-5%	0%	-14%	-22	-8%	-17%
Cn1c2ccccc2c2c(C(=O)NCC3CCCO3)cn(C3CCCC3)c(=O)c21 (stereo not drawn)	-2%	9%	4%	-9%[57.1 µM]	12%	3%	3	-4%	1%
CC(C)CCNC(=O)NC(=O)COc1ccccc1C#N	-3%	26%	4%	-10%	18%	17%	8	17%	-11%
COc1cc(OC)cc(C(=O)N2CCC3(CC2)NCCc2[nH]cnc23)c1	15%	2%	3%	2%	0%	12%	-19	-1%	-26%
COc1ccc(N2CCN(CC(=O)c3ccc(O)c(C)c3O)CC2)cc1	-4%	-2%	-2%	2%	-1%	.	8	-15%	?
Cc1noc(C)c1C(=O)N(CC(=O)NC1CCCC1)Cc1ccccc1F	0%	14%	-2%	-5%	?	-3%	-3	-6%	-7%
N#CC(Cc1ccc(OC(F)F)cc1)c1nc2ccccc2[nH]1 (stereo not drawn)	-4%	1%	-1%	0%	2%	65%[activator]	-11	0%	-3%
O=C1CN=C(Nc2cccc(C(F)(F)F)c2)N1C1CCCC1	16%	-12%	16%	-5%[57.1 µM]	-9%	-16%	12	-2%	?
CCOC(=O)C1=C(C)N(CCCC(=O)O)C(=O)NC1c1ccccc1 (stereo not drawn)	7%	-10%	-26%	3%	10%	2%	15	15%	-1%
COc1ccc(CN2C(=O)C(CC(=O)NC3CCCC3)CC(C(=O)N3CCOCC3)=C2C)cc1 (stereo not drawn)	18%	21%	.	-4%	14%	0%	-13	0%	.
COc1ccc(C)cc1NC(=O)CCN1CC(C)OC(C)C1 (stereo not drawn)	-10%	-1%	0%	1%	0%	4%	45	0%	-7%
Cc1cc(C)n(-c2ccc(C(=O)OCC(=O)N3CCN(c4ccccc4)CC3)cc2)n1	-2%	8%	-4%	-2%	10%	-17%	-14	18%	-6%
COc1ccc(N2CCN(C(=O)Cn3nnc(-c4ccccc4N)n3)CC2)cc1	-17%	1%	0%	-2%	13%	1%	13	0%	-4%
Cc1ccccc1C(=O)Nc1ccnn1C1CCN(Cc2cnn(C(C)C)c2)CC1	4%	0%	-7%	-29%	-3%	4%	-10	-5%	-4%
CCn1c(SCC(=O)N2CCCCC2)nc(O)cc1=O	10%	8%	-6%	9%	3%	-4%	12	11%	-7%
CC(NC(=O)c1ccccc1NC(=O)c1ccncc1)c1ccccc1 (stereo not drawn)	-25%	-1%	-2%	1%	-5%	-1%	30	-12%	-1%
Cc1c(NC(=S)NC(=O)CCc2ccccc2)c(=O)n(-c2ccccc2)n1C	-14%	17%	-4%	4%	-3%	-21%	0	16%	-7%
CCN(CC)S(=O)(=O)c1ccc(NC(=O)c2ccc(Sc3nncn3C)c([N+](=O)[O-])c2)cc1	-10%	-1%	2%	-16%	2%	2%	-91*	-21%	1%
Cc1ccc(Sc2ccc(CN3CCCC3)cc2[N+](=O)[O-])cc1	-9%	-17%	-3%	-9%	-9%	-14%	0	-17%	1%
CCN(CC)S(=O)(=O)c1ccc(N2CCN(C)CC2)c(NC(=O)Nc2ccc(C)cc2)c1	7%	8.2µM*	12µM*	-2%[57.1 µM]	21µM*	-12%	.	-14%	2%
Cc1cc(NS(=O)(=O)c2ccc(NC(=O)/C=C/c3c(F)cccc3Cl)cc2)no1	-3%	-18%	14%	?	-16%	-7%	i	0%	-24%
CCCc1c(C(=O)N/N=C(\C)c2ccc3c(c2)OCO3)nnn1-c1nonc1N	17%	0%	.	5%	7%	.	7	9%	.
COc1ccc(CN2C(=O)c3ccccc3C2OC)cc1 (stereo not drawn)	4%	3%	-3%	0%	5%	.	-12	0%	5%
CCCCC(NC(=O)Cc1c(C)c2cc3c4c(oc3cc2oc1=O)CCCC4)C(=O)O (stereo not drawn)	12%	-4%	12%	-19%	-6%	-9%	29	-4%	1%
O=C(Cc1csc(NC(=O)c2ccc(F)cc2)n1)NO	-16%	-21%	4%	-4%	-17%	-32%	-23	-13%	-2%
CCc1ccc(NC(=O)COC(=O)CCCC2=NS(=O)(=O)c3ccccc3N2)cc1	?	0%	0%	-13%	6%	-14%&6%	-7	5%&2%	-6%
Cc1cc(C)c2nc(-c3ccccn3)cc(C(=O)Nc3ccc(S(=O)(=O)Nc4cc(C)on4)cc3)c2c1	?	?	?	56µM*	?	5%	31	12%	-7%
COC(=O)c1c(C(=O)OC)c(-c2cccc(F)c2)n2c1CS(=O)C2 (stereo not drawn)	20%	1%	-1%	7%	-2%	23%	4	5%	-1%
c1ccc(N2CCN(c3ccccc3)C2c2ccncc2)cc1	?	-23%	12%	-14%	-1%	-3%	-69*	-9%	-4%
Nc1cc(Cl)nnc1Cl	-6%	28%	3%	2%	10%	25%	30	-1%	1%
CC(C(=O)Nc1ccccn1)c1ccccc1 (stereo not drawn)	4%	-8%	11%	-7%	0%	-6%	-5	21%	-18%
Cc1ccc(CC2C(=O)N(CC(=O)O)C(=O)C2C)cc1 (stereo not drawn)	0%	3%	-1%	-4%	4%	.	41	-10%	-16%
O=C(CS(=O)(=O)c1cn(Cc2ccc(Cl)cc2)c2ccccc12)N1CCOCC1	-1%	1%	3%	-11%	-2%	6%	6	-7%	-1%
NC(=O)c1ccc(SCC(=O)OCC(=O)N2CCCC2=O)c([N+](=O)[O-])c1	7%	1%	1%	-4%	9%	1%	7	3%	-2%
CS(=O)(=O)N1CCc2cc(C(=O)N3CCN(c4ccccc4)CC3)ccc21	?	9%	-1%	-5%	22%	6%&4%	i	13%&1%	-6%
CC1CC1C(=O)OCC(=O)c1c(N)n(C)c(=O)n(C)c1=O (stereo not drawn)	?	-1%	-17%	-5%	8%	1%	16	20%	-46%[inhibitor]
Cc1ccc(C(=O)N2CCN(c3cnn(C)c(=O)c3Cl)CC2)cc1	0%	-4%	9%	-14%	-6%	-9%	-5	?	-5%
COc1cccc(NC(=O)CCCCCn2nnc3ccccc3c2=O)c1	-16%	?	0%	2%	?	-15%	49	-5%	?
CC(C)Cc1csc(=S)[nH]1	23%	3%	0%	-7%	-2%	-3%	41	1%	-2%
S=c1nc[nH]c2c1ncn2C1CCCO1 (stereo not drawn)	?	4.6µM*	?	15%	8.2µM*	-37%	4	4.1µM*	-1%
Cc1ccc(CNC(=O)c2cn(C3CCCCC3)c(=O)c3c2c2ccccc2n3C)o1	?	?	?	-18%	?	4%	-86*	2%	?
Cc1cc(C(=O)C(C)OC(=O)C2=NNC(=O)CC2)c(C)n1-c1ccc(OC(F)F)cc1 (stereo not drawn)	?	0%	2%	-9%	-11%	-9%	-10	?	-3%
O=c1nc(Nc2ccccc2)oc2ccccc12	?	-11%	0%	2%	-5%	29%	10	-4%	2%
Cn1c(NCCc2ccncc2)nc2cc(-c3ccsc3)sc2c1=O	-30%	?	.	3%[57.1 µM]	-28%	?	0	6%	.
COc1ccc(S(=O)(=O)N[C@@H](CSCc2ccccc2)C(=O)O)cc1	?	16%	0%	4%	12%	5%	14	2%	-2%
O=C(N[C@@H](Cc1c[nH]c2ccccc12)C(=O)O)c1ccc(Cl)cc1	9%	1%	-23%	-8%[57.1 µM]	10%	11%	-3	25%	?
CCOc1ccc(NC(=O)CN(C)C(=O)CC2OC(=O)c3ccccc32)cc1OCC (stereo not drawn)	17%	16%	-2%	-2%	12%	5%	3	1%	-8%
N#Cc1nc(-c2ccccc2)oc1N1CCC(C(N)=O)CC1	8%	0%	0%	1%	-4%	7%	-2	11%	3%
CC1(C)CC(=O)C2=C(C1)N=C1SCCC(=O)N1C2c1ccc(C(F)(F)F)cc1 (stereo not drawn)	?	11%	4%	0%	-29%	-14%	1	0%	-3%
O=C(Nc1ccc(S(=O)(=O)NC2=NCCCCC2)cc1)c1ccc(Cl)cc1Cl	-24%	-7%	4%	3%	-7%	-13%	10	-23%	-6%

Entries of single compounds as entered above. Values in the order: KB-V1 MDR tox	HT1080NT lethal	MCF10A rerep	WRN helicase inh	HT1080 IDH1KD tx	ATXN2 expr inh	IL-1B inflam inh	KB-3-1 cytotox	SW480 rereplic
O=C(N[C@@H](Cc1c[nH]c2ccccc12)C(=O)O)c1ccc(Cl)cc1 is entered as 9%	1%	-23%	-8%[57.1 µM]	10%	11%	-3	25%	?
CCOc1ccc(NC(=O)CN(C)C(=O)CC2OC(=O)c3ccccc32)cc1OCC (stereo not drawn) is entered as 17%	16%	-2%	-2%	12%	5%	3	1%	-8%

Hits appear at their usual frequency. About 12% of those tested had a hit in this group.
